Screening results (PubChem BioAssay)
p53null 39C tox: qHTS Screen for Compounds that Selectively Target Cancer Cells with p53 Mutations: Cytotoxicity of p53 Null Cells at the Nonpermissive Temperature; H1299 p53-null (neo) cells, 39C, ATPlite viability, 24 h; Potency, µM (doses to about 46.1 µM), for inactives: top-dose activity, negative = cell killing, usual class: cytotoxic; 55,000 tested, 0.97% active; AID 904, 2007;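 note: potency is the fitted concentration of half-maximal effect; 0% = DMSO only and -100% = full killing by 100 µM tamoxifen; nearly all actives have a fitted effect of over 50% in size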
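Cells seeded at 600/well, 37C overnight. Compound added (up to 46 uM), plates shifted to 39C for 24 hr. ATPlite added, luminescence read after 20 min at room temperature.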
NTMT1 inhibitor: Primary qHTS for Inhibitors of N-terminal methyltransferase 1 (NTMT1): MTaseGlo Assay | Potency, µM (titrated, usually from 114 µM), without a hit: top-dose activity change, negative = inhibition, most hits filed as inhibitors | N-terminal Xaa-Pro-Lys N-methyltransferase 1 (Homo sapiens), Q9BV86 | NTMT1 MTase-Glo SAH luminescence, purified enzyme | 59,000 tested, 2.5% active | AID 1645870, 2021;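 note: potency is the fitted concentration of half-maximal effect; plate controls were DMSO vehicle for no effect and no enzyme for full effect; nearly all actives have a fitted effect of over 65% in size; many of its hits are not listed in these tables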
Target sequence (Q9BV86 whole entry, looked up): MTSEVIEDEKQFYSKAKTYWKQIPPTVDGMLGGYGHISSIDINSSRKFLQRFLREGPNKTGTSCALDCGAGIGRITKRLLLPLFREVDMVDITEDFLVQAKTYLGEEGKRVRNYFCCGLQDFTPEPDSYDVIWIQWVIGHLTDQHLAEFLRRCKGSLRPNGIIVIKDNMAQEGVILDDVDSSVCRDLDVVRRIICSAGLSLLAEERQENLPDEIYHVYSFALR
GALK inh: qHTS Assay for Inhibitors of Human Galactokinase (GALK): NCGC Sytravon Library Screen; 44,000 tested, under 10 active; Potency, µM (titrated, usually from 57.5 µM), for inactives: at the top dose activity, negative = inhibition, usual class: inhibitors; recombinant GALK, Kinase-Glo ATP luminescence, 1 h; P51570;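 note: plate controls were full GALK reaction for no effect and reaction lacking GALK for full effect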
Target sequence (P51570 whole entry, looked up): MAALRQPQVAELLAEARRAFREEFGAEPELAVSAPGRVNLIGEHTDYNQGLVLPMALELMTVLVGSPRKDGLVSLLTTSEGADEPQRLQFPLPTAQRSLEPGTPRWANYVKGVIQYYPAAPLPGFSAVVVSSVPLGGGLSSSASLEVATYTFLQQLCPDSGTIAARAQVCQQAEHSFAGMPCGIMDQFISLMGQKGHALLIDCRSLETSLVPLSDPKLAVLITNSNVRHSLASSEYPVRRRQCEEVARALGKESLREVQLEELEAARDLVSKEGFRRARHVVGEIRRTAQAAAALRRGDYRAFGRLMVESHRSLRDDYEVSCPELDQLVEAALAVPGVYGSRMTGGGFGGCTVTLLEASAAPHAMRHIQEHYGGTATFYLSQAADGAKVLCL
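5 nM GALK with 35 µM ATP and 100 µM galactose in HEPES pH 8.0, MgCl2, NaCl, DTT, BSA; 1 h RT reaction, remaining ATP detected by Kinase-Glo Plus luminescence after 10 min; qHTS concentration series.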
FH mod: Identification of activators of human fumarate hydratase by quantitative high-throughput screening; 54,000 tested, 0.22% active; Potency, µM (highest dose often 79.9 µM), for the others: at the highest dose activity change, negative = inhibition, actives largely listed as inhibitors; AID 1347055, 2019; Fumarate hydratase, mitochondrial (Homo sapiens), P07954; FH coupled MDH/diaphorase resazurin fluorescence, 15 min; note: potency is the fitted concentration of half-maximal effect; % is set by controls: 0 for no effect and ±100 for the full control effect; the screen sought activators but most active calls are inhibition curves; nearly all actives have a fitted effect of over 45% in size
PTAP-TSG101 blk: qHTS Validation Assay for Inhibitors of HIV-1 Budding by Blocking the Interaction of PTAP/TSG101: Sytravon Library Screen; Tumor susceptibility gene 101 protein (Homo sapiens), Q99816; Fluorescence polarization, FITC-PTAP peptide/Tsg101, 20 min; Potency, µM (series often up to 115 µM), inactives show at the top dose activity change, negative = inhibition, most hits filed as inhibitors; 44,000 tested, under 10 active; AID 1347069, 2019; note: potency is the fitted concentration of half-maximal effect; 0% is about no effect
Target sequence (Q99816 whole entry, looked up): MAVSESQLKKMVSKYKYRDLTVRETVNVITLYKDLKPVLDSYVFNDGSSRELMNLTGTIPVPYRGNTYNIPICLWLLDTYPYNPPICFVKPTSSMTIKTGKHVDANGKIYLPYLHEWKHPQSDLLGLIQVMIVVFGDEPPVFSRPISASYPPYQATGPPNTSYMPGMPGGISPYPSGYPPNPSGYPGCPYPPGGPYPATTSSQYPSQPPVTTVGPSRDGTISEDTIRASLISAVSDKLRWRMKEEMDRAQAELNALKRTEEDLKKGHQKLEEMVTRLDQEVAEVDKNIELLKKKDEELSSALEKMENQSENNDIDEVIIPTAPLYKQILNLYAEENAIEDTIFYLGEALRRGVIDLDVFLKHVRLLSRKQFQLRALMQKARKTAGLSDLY
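The Tsg101 binding domain, at 10 uM final, is mixed with compound and a FITC peptide bearing the PTAP motif (50 nM final). After 20 min at r.t., polarization is measured; actives defined by CRC class, efficacy cut-off 60% inhibition.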
B2AR arrestin ag: qHTS assay of beta-arrestin-biased ligands of beta2-adrenergic receptor: NCGC Sytravon Library Screen | HTLA Tango cells, beta-arrestin recruitment, luciferase luminescence, 18 h | 44,000 tested, under 10 active | Beta-2 adrenergic receptor (Homo sapiens), P07550 | Potency, µM (top dose mostly 46.1 µM), without a hit: at the top dose activation, actives largely listed as activators;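 note: potency is the fitted concentration of half-maximal effect; 0% = DMSO and full agonism = EC100 isoproterenol or metaproterenol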
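Tango cells expressing recombinant beta2-AR and beta-arrestin were treated with compounds (up to 46 microM titration) in DMEM with 1% FBS for 18 hr at 37 degrees C. Beta-arrestin recruitment drove tTA-dependent luciferase, read by luminescence; curves were fitted and classed.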
p53null 32C kill: qHTS Screen for Compounds that Selectively Target Cancer Cells with p53 Mutations: Cytotoxicity of p53 Null Cells at the Permissive Temperature; Potency, µM (top dose mostly 46.1 µM), inactives show top-dose activity change, negative = cytotoxicity, hits mostly cytotoxic; 55,000 tested, 0.62% active; H1299-neo p53 null cells, ATP luminescence, 24 h, 32C;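 note: potency is the fitted concentration of half-maximal effect; 0% = DMSO only and -100% = full killing by 100 µM tamoxifen; nearly all actives have a fitted effect of over 55% in size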
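H1299-neo, 600 cells/well; overnight 37C; cpd up to 46 uM, 24 h at 32C; ATPlite luminescence after 20 min RT; normalized to DMSO (0%) and tamoxifen 100 uM (100% kill); Hill-fit AC50.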
* hit, by the source's call; ? = inconclusive; nt = not tested or not shown; [ ] = remark or other dose. Calls come from the whole dose curve; as a rule, active = well fitted curve in the direction sought with a large enough effect; inconclusive = small, poorly fitted or top-dose-only effect, or another doubt; inactive = no such curve, though single readings can be large; an effect the other way counts as inactive or inconclusive. The list is partial. The share of hits here may be higher or lower than overall.

1	O=C(NCc1ccc(Cl)cc1)C1CCCN(c2ncnc3onc(-c4ccc(F)cc4)c23)C1 (stereo unspecified)
2	COc1cccc(NC(=O)C(=O)NCC(c2ccc3c(c2)OCO3)N2CCOCC2)c1 (stereo unspecified)
3	COc1ccc(Cl)c2sc(NC(=O)c3ccc(S(=O)(=O)N4CCOCC4)cc3)nc12
4	CC(=O)c1ccc(NC(=O)c2sc(-n3nc(C)c(CCC(C)C)c3C)nc2C)cc1
5	COc1ccc(CNC(=O)c2cc(Nc3ccc(OC)cc3OC)nc3ccccc23)cc1
6	CCC1CN(C(=O)Nc2cc(C)cc(C)c2)c2ccccc2O1 (stereo unspecified)

assay / entry | 1 | 2 | 3 | 4 | 5 | 6
p53null 39C tox | 2% | 8% | 4% | -8% | -18% | 25%
NTMT1 inhibitor | -1% | -12% | 2% | -10% | -6% | ?
GALK inh | 1% | -1% | 3% | -4% | 9% | -3%
FH mod | -15% | -13% | -6% | -3% | -22% | -7%
PTAP-TSG101 blk | 0% | -1% | -10% | 0% | -2% | 0%
B2AR arrestin ag | -1% | -1% | 1% | -5% | 0% | 0%
p53null 32C kill | -4% | -11% | 1% | -9% | -4% | 12%

7	Cc1cccc(NC(=O)CCCn2nc(C)c3c(C)n(-c4ccccc4)nc3c2=O)c1C
8	CCCOC(=O)c1cccc(Nc2nc(CCC)cc(=O)[nH]2)c1
9	COc1ccc2nc(N3CCN(C(=O)c4ccco4)CC3)sc2c1
10	COc1cccc(NC(=O)Cn2nnc(C(=O)NCc3ccc4c(c3)OCO4)c2N)c1
11	CC(C)CN(CC(C)C)c1nc(-c2ccc(Cl)cc2)nc2ccccc12
12	CCOc1ccc(N2CC(c3nc(-c4cc(OC)c(OC)c(OC)c4)no3)CC2=O)cc1 (stereo unspecified)

assay / entry | 7 | 8 | 9 | 10 | 11 | 12
p53null 39C tox | -2% | 47%[activator] | 5% | -10% | 2% | -4%
NTMT1 inhibitor | -12% | nt | -17% | -2% | -5% | -7%
GALK inh | 1% | 1% | -6% | 0% | 3% | 1%
FH mod | 3% | nt | -14% | 5% | -9% | -15%
PTAP-TSG101 blk | -1% | -4% | 0% | -4% | 0% | 0%
B2AR arrestin ag | 0% | 1% | -4% | 0% | -2% | 0%
p53null 32C kill | -3% | 51%[activator] | -30% | 11% | 4% | 0%

A different layout for some results above:
#9 COc1ccc2nc(N3CCN(C(=O)c4ccco4)CC3)sc2c1
- p53null 39C tox: 5%
- NTMT1 inhibitor: -17%
- GALK inh: -6%
- FH mod: -14%
- PTAP-TSG101 blk: 0%
- B2AR arrestin ag: -4%
- p53null 32C kill: -30%

#10 COc1cccc(NC(=O)Cn2nnc(C(=O)NCc3ccc4c(c3)OCO4)c2N)c1
- p53null 39C tox: -10%
- NTMT1 inhibitor: -2%
- GALK inh: 0%
- FH mod: 5%
- PTAP-TSG101 blk: -4%
- B2AR arrestin ag: 0%
- p53null 32C kill: 11%

#11 CC(C)CN(CC(C)C)c1nc(-c2ccc(Cl)cc2)nc2ccccc12
- p53null 39C tox: 2%
- NTMT1 inhibitor: -5%
- GALK inh: 3%
- FH mod: -9%
- PTAP-TSG101 blk: 0%
- B2AR arrestin ag: -2%
- p53null 32C kill: 4%

Next section.
13	O=C(Cn1c2ncccc2c(=O)n1-c1ccccc1)Nc1ccc(Cl)cc1C(F)(F)F
14	CCN(C(=O)CCS(=O)(=O)c1cc2[nH]c(=O)c(=O)[nH]c2cc1C)c1ccccc1
15	COc1cccc(NC(=O)c2cnc(SCC(=O)N3CCCc4ccccc43)n(C)c2=O)c1
16	COc1ccc(C(C)C)cc1S(=O)(=O)NCCc1c(C)[nH]c2ccc(C)cc12
17	CCOc1cc(C2CC(=O)Nc3cc4c(cc32)OCCO4)ccc1O (stereo unspecified)
18	O=S(=O)(c1ccc(Cl)cc1)c1nc(-c2ccccc2)oc1N1CCN(c2ccccc2)CC1

assay / entry | 13 | 14 | 15 | 16 | 17 | 18
p53null 39C tox | -2% | 16% | 24% | ? | -8% | -6%
NTMT1 inhibitor | -4% | -1% | -2% | -15% | -2% | 3%
GALK inh | -2% | 1% | 1% | 8% | 0% | 7%
FH mod | 3% | -18% | -2% | ? | ? | -2%
PTAP-TSG101 blk | -1% | -9% | 0% | -1% | -2% | 3%
B2AR arrestin ag | -1% | 0% | -3% | 1% | -2% | 0%
p53null 32C kill | -3% | 3% | -6% | 6%[9.22 µM] | 8% | -7%

19	CCc1ccc(NC(=O)Cn2nnc(C(=O)NCCc3ccccc3)c2N)cc1
20	CCOC(=O)c1ccccc1NC(=O)N1CCC(CN2CCOCC2)CC1
21	CCCOc1c(Cl)cc(C(=O)N(Cc2cccc(OC)c2)C2CCS(=O)(=O)C2)cc1Cl (stereo unspecified)
22	COc1ccc(C2C(C(=O)Nc3ccccc3)=C(C)Nc3c(C(=O)Nc4ccccc4)cnn32)cc1 (stereo unspecified)
23	Cc1ccc(S(=O)(=O)c2nnn3c2nc(N2CCC(C)CC2)c2cc(Cl)ccc23)cc1C
24	COC(=O)c1cc2oc3ccccc3c2n1CC(=O)Nc1ccc(N(C)C)cc1

assay / entry | 19 | 20 | 21 | 22 | 23 | 24
p53null 39C tox | 8% | 1% | -9% | -10% | -5% | 8%
NTMT1 inhibitor | -1% | 5% | 7% | 8% | 18% | nt
GALK inh | 1% | -9% | 3% | -4% | -3% | 0%
FH mod | -5% | 3% | -34% | ? | -1% | nt
PTAP-TSG101 blk | -2% | -1% | 3% | -7% | -7% | 0%
B2AR arrestin ag | 1% | 0% | -2% | 0% | 1% | 1%
p53null 32C kill | 7% | -4% | 10% | 6% | 7% | -5%

25	CCOC(=O)c1cc(-c2ccc(C)cc2)n(CC(=O)Nc2ccc(OC)cc2OC)c1C
26	O=C(CCNS(=O)(=O)c1cccc2nonc12)Nc1ccc(F)cc1
27	Cc1ccc(C(=O)n2nc(C)c(S(=O)(=O)N3CCCCCC3)c2C)cc1
28	O=C(Cn1nc(-c2ccccc2)nc(Cc2ccccc2)c1=O)Nc1ccccc1
29	O=C(Cn1nc2c(cc1=O)CCCC2)Nc1ccccc1C(F)(F)F
30	CC(C)(C)OC(=O)N1CCC(c2c(C(=O)N3CCN(c4ccccn4)CC3)cnn2-c2ccccc2Cl)CC1

assay / entry | 25 | 26 | 27 | 28 | 29 | 30
p53null 39C tox | ? | 16% | -14% | -1% | 0% | 1%
NTMT1 inhibitor | 22% | 20% | -6% | -4% | 16% | -8%
GALK inh | 5% | 4% | -5% | -2% | 1% | -1%
FH mod | -2% | 1% | -20% | 0% | 14% | -9%
PTAP-TSG101 blk | 0% | -13% | -5% | 0% | 2% | -3%
B2AR arrestin ag | 1% | 0% | 0% | -3% | -1% | 0%
p53null 32C kill | -18% | -8% | -4% | 7% | 1% | -2%

31	Cc1ccc(NC(=O)c2sc3nc4c(cc3c2N)CN(Cc2ccccc2)CC4)cc1
32	COc1cc(OC)c(NC(=O)c2cc3c(=O)oc4ccc(C)cc4c3s2)cc1Cl
33	CC1=C(C(=O)NCc2cccc(F)c2)C2(CCCCC2)OC1=O
34	Cc1ccc(-c2nc3ccc(Cl)cn3c2Nc2ccc3c(c2)OCCO3)s1
35	O=C(COCc1cc(-c2ccc(F)cc2)on1)Nc1cccc(Cl)c1Cl
36	Cc1ccc(-c2noc(-c3ccccc3NC(=O)C3CC(=O)N(c4ccc(C)cc4)C3)n2)cc1 (stereo unspecified)

assay / entry | 31 | 32 | 33 | 34 | 35 | 36
p53null 39C tox | ? | -26% | -8% | ? | -3% | 5%
NTMT1 inhibitor | -22% | ? | -1% | 7% | -5% | 2%
GALK inh | 8% | 9% | 1% | -1% | -5% | 2%
FH mod | -4% | -18% | 2% | 6% | -5% | 3%
PTAP-TSG101 blk | 2% | 0% | -2% | -2% | 1% | 20%
B2AR arrestin ag | 1% | 1% | -1% | 1% | 1% | -3%
p53null 32C kill | 4% | -8% | -7% | ? | -6% | -1%

37	Cc1ccc(-c2nnc(Nc3ccc(Br)cc3)c3ccccc23)cc1S(=O)(=O)N1CCOCC1
38	CCOc1ccc(OCC)c(NC(=O)CCC(=O)N2CCOc3ccccc32)c1
39	O=C(COc1ccc(Cl)cc1)Nc1nnc(S(=O)(=O)N2CCc3ccccc32)s1
40	CCN(CC)CCNC(=O)CN1N=C(c2ccc(OC)cc2)CCC1=O
41	COc1cccc(NC(=O)CSc2nnc(-c3cccc(OC)c3)o2)c1
42	COc1ccccc1-c1nnc(C2CCN(C(=O)c3cccc(C)c3)CC2)o1

assay / entry | 37 | 38 | 39 | 40 | 41 | 42
p53null 39C tox | 29% | ? | -3% | 4% | 6.3µM* | 12%
NTMT1 inhibitor | 4% | 9% | 15% | -7% | 6% | 7%
GALK inh | 2% | 3% | -1% | 2% | -7% | 1%
FH mod | -17% | -20% | -15% | 6% | -20% | 8%
PTAP-TSG101 blk | 0% | 0% | -2% | -3% | 0% | -6%
B2AR arrestin ag | -1% | -1% | 1% | -2% | -1% | 1%
p53null 32C kill | 8% | -13% | 4% | 14% | 16µM* | 0%

43	CCN1CCN(c2csc3ccc(Cl)cc3c2=O)CC1
44	CC(NC(=O)C1CCN(S(=O)(=O)c2ccc(F)cc2)CC1)c1ccccc1 (stereo unspecified)
45	CCCCNC(=O)CSc1nc2cc3c(cc2c(=O)n1Cc1ccc(C(=O)NCCc2ccc(OC)c(OC)c2)cc1)OCO3
46	CCOC(=O)N1CCN(C(=O)c2ccc3c(c2)N(Cc2ccccc2F)C(=O)c2ccccc2S3(=O)=O)CC1
47	COc1cc(C(=O)Nc2cc(C)c(O)c(-c3nc4ccccc4s3)c2)cc(OC)c1OC
48	Cc1cc(Nc2cccc(Cl)c2)nc2ccc(NC(=O)c3cccnc3)cc12

assay / entry | 43 | 44 | 45 | 46 | 47 | 48
p53null 39C tox | -19% | -13% | 16% | -6% | -21% | 25µM*
NTMT1 inhibitor | -20% | 5% | 3% | 0% | 9% | ?
GALK inh | 3% | 0% | -1% | -1% | 3% | -9%
FH mod | -16% | -11% | -6% | 0% | 4% | ?
PTAP-TSG101 blk | -4% | -2% | -5% | -9% | -7% | -3%
B2AR arrestin ag | 2% | -2% | -3% | -1% | 0% | 0%
p53null 32C kill | -7% | 7% | 3% | -4% | -13% | ?
